BRCA1 expr up – activators of BRCA1 expression | 380,000 compounds, 1.1% hits | Potency, µM (titrated, usually from 46.1 µM), for the others: at the top dose activation, actives largely listed as activators | MCF7-BRCA1-FFLuc reporter, luminescence, 48 h; response scale: scaled: vehicle 0%, 10 µM genistein 100%; active means well fitted activation curve with a large enough effect; inconclusive means small, poorly fitted or top-dose-only effect; inactive means no such curve, though single readings can be large or run the other way; further: nearly all actives have a fitted effect of over 80% in size; some results filed as inactive show a strong effect at the top dose
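Cells: MCF7-BRCA1-FFLuc, 2000/well. Exposure: 48 h, 37 °C, 5% CO2. Read: luminescence, 15 min post-substrate. Controls: genistein 10 microM (maximal activation), DMSO (neutral).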
An asterisk follows results filed as active; u = inconclusive. Potency means the concentration at half of the fitted maximal effect.

SMILES	BRCA1 expr up
CCOC(=O)C(=O)N(C)c1c(CC)nc2c(OCc3ccccc3C)cccn12	-5.9%
NC(c1csc(Nc2ccc(C(=O)c3ccccc3)cc2)n1)c1ccccc1Cl (centres undefined)	-48.4%
Cc1ccc([C@H]2N[C@]3(CCCN(Cc4ccc(C(F)(F)F)cc4)C3=O)[C@H]3C(=O)N(Cc4ccccc4)C(=O)[C@@H]23)cc1	-14.5%
CC1OC(CCc2cccc(Cl)c2)Cc2[nH][nH]c(=O)c21 (centres undefined)	u
CCNc1ccc(/C=C/c2ccnc3ccccc23)cc1	43.7%
C#CCNC(=O)C[C@@H]1C[C@@]2(C(=O)OC)CCCCC=C2N(CCC2=CCCCC2)C1=O	-12.7%
O=C(COC(=O)c1cccc(F)c1)Nc1cccc(S(=O)(=O)N2CCCCC2)c1	1.7%
COc1ccc(CC(=O)NCCc2ccc3c(c2)OCO3)cc1OC	4.5%
COc1ccc(OC)c2c1CCC1(C2)NC(=O)NC1=O (centres undefined)	9.7%
O=C(COC(=O)C1COc2ccccc2O1)c1ccccc1 (centres undefined)	-6.2%
CC(=O)Nc1ccc(S(=O)(=O)N(CC(=O)NCC2CCCO2)Cc2ccccc2Cl)cc1 (centres undefined)	-0.2%
CC1(C(=O)NS(=O)(=O)C2CC2)CCCN(C(=O)c2ccc(F)c(Cl)c2)C1 (centres undefined)	0.0%
O=C(c1ccccc1)N1CCN(c2cc(-c3ccccc3)nc3cc(-c4cccc(Cl)c4)nn23)CC1	-11.5%
O=C(OCc1cn([C@@H]2C[C@H](c3ccc(Cl)cc3)N(CC3CCCCC3)C[C@H]2O)nn1)c1ccccc1	0.4%
Cc1cc2nc(C3CCCCC3)c(Cc3cccc(Cl)c3)n2c(C)c1Br	14.0%
CC(=O)c1cccc(-c2ccnc3c2CC(C(=O)Nc2ccc(Cl)c(C(F)(F)F)c2)O3)c1 (centres undefined)	-39.2%
CCN(CC)C(=O)C1=C(C)N(Cc2ccc(OC)cc2)C(=O)C(CC(=O)NCCCCc2ccccc2)C1 (centres undefined)	-11.6%
COCCNC(=O)C1(C)CCCN(C(=O)c2ccc(C#N)cc2)C1 (centres undefined)	18.3%
Cc1ccc(S(=O)(=O)N2[C@H](C(C)C)[C@H]3[C@H]4C(=O)N(c5ccccc5)C(=O)[C@H]4CC(=O)[C@H]3[C@@H]2c2ccccc2)cc1	6.5%
COc1cc(C=NN2CCCCC2)cc(OC)c1OC	-5.3%
N#Cc1cccnc1N1CCN(C(=O)c2[nH]c(C(F)(F)F)nc2-c2ccccc2)CC1	18.4%
CC(=O)Nc1cnc(-c2ccccc2C(F)(F)F)cn1	9.9%
O=C(Nc1cc(Cl)ccc1N1CCOCC1)c1ccc2c(c1)OCO2	-18.1%
CCOC(=O)[C@]12CCC=C1N(Cc1ccco1)C(=O)[C@H](CC(=O)NCCC(C)C)C2	20.4%
O=C(c1cccs1)N1C[C@@H](n2cc(-c3ccc(F)cc3)nn2)[C@H](O)C[C@@H]1c1ccccc1	-25.3%
C[C@H](CO)N1C[C@H](C)[C@@H](CN(C)Cc2ccc(-c3ccccc3)cc2)OCc2cnnn2CCCC1=O	-0.8%
CCCCn1nnnc1C1(C)CCC(=O)N1Cc1ccc(OC)c(OC)c1 (centres undefined)	23.1%
CCc1nc2ccc(C(=O)NC(C)(C)C)cn2c1N(CC)Cc1cccc(Br)c1	-31.6%
Cc1cc(OC(=O)Nc2ccccc2)ccc1Cl	20.2%
Cc1cc(C)c(C)c(S(=O)(=O)N2CCNC(=O)C2)c1C	6.2%
COc1ccc(-c2[nH][nH]c(=O)c2NC(=O)c2ccc([N+](=O)[O-])cc2)cc1	26.3%
COc1ccc(C(=O)NCC(=O)OCC(=O)c2c[nH]c3ccccc23)cc1	-17.9%
COc1ccc(CC(N)c2csc(NC(=O)NC(c3ccccc3)c3ccccc3)n2)cc1 (centres undefined)	-67.7%
C[C@H](O)[C@@H]1CN2CCc3c([nH]c4ccccc34)[C@@H]2C[C@@H]1N(C)C(=O)Nc1ccc(Br)cc1	34.6%
COc1ccc(C(=O)N(c2c(C)cccc2C)C(COC(C)=O)COC(C)=O)cc1	22.1%
CCCNC(=O)C1(C)CCCN(C(=O)c2ccc3snnc3c2)C1 (centres undefined)	4.0%
CC(O)(c1ccc(F)c(F)c1)c1nc(/C=C/c2ccccc2)cs1 (centres undefined)	-10.8%
COc1ccc(C(C)(NC(C)=O)c2nc(-c3ccncc3)cs2)cc1 (centres undefined)	4.8%
Cc1coc2c(C)c3oc(=O)c(CCC(=O)N[C@H](C(=O)O)C(C)C)c(C)c3cc12	18.6%
O=C(Nc1ccc(C(=O)N2CCN(c3ccncc3)CC2)cc1)c1ccc(Br)o1	4.5%
CC(=O)NC(c1ccc(F)c(F)c1)c1nc(-c2ccc(F)c(Cl)c2)cs1 (centres undefined)	1.3%
CSCCC(c1nnnn1C1CCCCC1)N1CCN(C/C=C/c2ccccc2)CC1 (centres undefined)	-27.2%
CC(=O)Nc1ccc(C(=O)OCC(=O)NC2CCCCCC2)cc1	-7.2%
COc1ccccc1/C=N/Nc1nc(C)cc(=O)[nH]1	-4.6%
CSc1ncccc1C(=O)OCC(=O)N(C)Cc1ccc(C)cc1	-9.4%
COc1cc(-c2coc3c(C(=O)NCc4ccc(N(C)C)cc4)cccc23)ccc1O	-16.9%
Cc1noc(C)c1NC(=O)N(C)C[C@@H]1OCc2cnnn2CCCC(=O)N([C@@H](C)CO)C[C@H]1C	8.0%
COc1ccc(NC(=O)c2cc(C3CCCCN3C(=O)C3CC3)on2)c(C)c1 (centres undefined)	4.9%
Clc1cccc(Cc2c(-c3ccccc3)nc3c4ccccc4ccn23)c1	-32.1%
CCCC[C@@H]1CNC(=O)C(=O)N1CCCC	8.6%
COc1ccc(C(N)c2csc(NC(=O)Nc3ccccc3C(C)(C)C)n2)cc1 (centres undefined)	-29.4%
CCCCn1nnnc1C1(C)CCC(=O)N1CCc1c[nH]c2ccccc12 (centres undefined)	8.6%
Cc1ccc(CN2C(=O)CCC2(C)c2nnnn2-c2ccc3c(c2)OCCO3)cc1 (centres undefined)	17.5%
O=C(NCCNC(=O)c1ccc(-c2cccc(Cl)c2)o1)c1cnccn1	29.6%
CC1(C(=O)NS(=O)(=O)c2ccc(F)cc2F)CCN1C(=O)CC1CCCC1 (centres undefined)	16.4%
O=C(Nc1cccc2ccccc12)c1csc([C@@H]2O[C@H](CO)[C@H](O)[C@H](O)[C@H]2O)n1	3.0%
COc1cccc(C(O)c2nc(-c3cccc4cccnc34)cs2)c1 (centres undefined)	4.3%
Cc1ccccc1C(C)(O)c1cnc(C)n1Cc1ccccc1 (centres undefined)	4.4%
C[C@@H]1CN([C@H](C)CO)C(=O)c2c(c3ccccc3n2C)-c2ccccc2CO[C@H]1CN(C)Cc1ccc2c(c1)OCCN2C	2.0%
Cc1ccc(Cc2c(-c3ccc(Cl)cc3)nc3ccc(Cl)cn23)cc1	27.7%
More structures.
SMILES	BRCA1 expr up
CCN(C(=O)COC(=O)CNS(=O)(=O)c1ccc(C)cc1)C1CCS(=O)(=O)C1 (centres undefined)	1.8%
CN(C)c1ccc(/C=C2\C=Cc3ccccc32)cc1Cl	u
COc1ccc(C(=O)C2CCCN(C(=O)Cn3nc(C)nc3C)C2)cc1F (centres undefined)	0.4%
COc1ccccc1-c1cnc(C(O)c2cccc(CN3CCCCC3)c2)[nH]1 (centres undefined)	5.2%
CCCNC(=O)C1(C)CCCN(Cc2cc(-c3ccccc3)n(C)n2)C1 (centres undefined)	0.0%
COC(=O)C1CCN(S(=O)(=O)CCNC(=O)c2ccccc2)CC1	3.7%
Cc1ccc(CS(=O)Cc2ccc(C(=O)N3CCN(c4cccc(C)c4C)CC3)o2)cc1 (centres undefined)	-6.8%
CC1(Oc2cccc(C#N)c2)CCN(Cc2ccc(-c3ccccn3)cc2)C1 (centres undefined)	-7.0%
O=C(NCc1ccccc1)Nc1nnc([C@@H]2C[C@H](O)[C@@H](CO)O2)s1	26.0%
Cc1ccc([C@H]2C[C@@H](O)[C@H](n3cc(COC(=O)c4ccccc4)nn3)CN2CC2CCCCC2)cc1	-15.5%
Cc1cc(C)c(S(=O)(=O)N2CCOC23CCN(S(C)(=O)=O)CC3)c(C)c1	-7.6%
CCSc1ncc(Cl)c(C(=O)Nc2sc3c(c2C(=O)OC)CCCC3)n1	-12.2%
OC(c1cccc(Cl)c1)c1nc(-c2ccc(Cl)cc2)cs1 (centres undefined)	-19.1%
O=C(NCc1nnnn1-c1ccc(F)cc1)c1cc2ccccc2o1	10.1%
O=C(Nc1ccccc1C(=O)Nc1nccs1)c1ccccc1	-15.1%
O=C(Nc1cccc(C(F)(F)F)c1)c1csc([C@H]2C[C@H](O)[C@@H](CO)O2)n1	6.8%
CCN(CC)C(=O)c1cccc(-c2csc(C(O)c3ccccc3)n2)c1 (centres undefined)	7.3%
Nc1nc2c(ncn2[C@@H]2O[C@H](CNCc3cnc(N4CCOCC4)s3)[C@@H](O)[C@H]2O)c(=O)[nH]1	0.0%
Clc1cccc(CNc2ccn3nc(-c4ccccc4Cl)cc3n2)c1	0.0%
CC(=O)OCCn1c([N+](=O)[O-])cnc1C=[N+]([O-])C1CCCCC1	-5.6%

Seven entries from above, in markdown:
| structure | BRCA1 expr up |
| --- | --- |
| OC(c1cccc(Cl)c1)c1nc(-c2ccc(Cl)cc2)cs1 (centres undefined) | -19.1% |
| COC(=O)C1CCN(S(=O)(=O)CCNC(=O)c2ccccc2)CC1 | 3.7% |
| CCN(C(=O)COC(=O)CNS(=O)(=O)c1ccc(C)cc1)C1CCS(=O)(=O)C1 (centres undefined) | 1.8% |
| Cc1cc2nc(C3CCCCC3)c(Cc3cccc(Cl)c3)n2c(C)c1Br | 14.0% |
| CCCNC(=O)C1(C)CCCN(Cc2cc(-c3ccccc3)n(C)n2)C1 (centres undefined) | 0.0% |
| O=C(NCCNC(=O)c1ccc(-c2cccc(Cl)c2)o1)c1cnccn1 | 29.6% |
| CCCCn1nnnc1C1(C)CCC(=O)N1CCc1c[nH]c2ccccc12 (centres undefined) | 8.6% |

Remaining list, next part.
SMILES	BRCA1 expr up
Nc1ccn([C@@H]2O[C@H](CNC(=O)[C@H]3CCC(=O)N3)[C@@H](O)[C@H]2O)c(=O)n1	6.4%
CC(=O)c1ccc(Nc2nc(C(N)C(C)C)cs2)cc1 (centres undefined)	43.4%
Cc1ccc(C(O)c2ncc(-c3ccc(Cl)cc3)[nH]2)c(C)c1 (centres undefined)	-5.3%
COc1ccc(OC(=O)N(C)C[C@H]2OCc3cn(nn3)CCCC(=O)N([C@H](C)CO)C[C@@H]2C)cc1	0.7%
O=C(NCc1ccco1)c1ccc2nc([C@@H]3O[C@H](CO)[C@H](O)[C@H](O)[C@H]3O)[nH]c2c1	0.0%
FC(F)(F)Oc1ccccc1C(c1nnnn1C1CCCCC1)N1CCN(C/C=C/c2ccccc2)CC1 (centres undefined)	-1.0%
c1ccc(COc2cccc(-c3cc4nc(NCCN5CCOCC5)ccn4n3)c2)cc1	-48.3%
COc1cc(C(O)c2nc(-c3cccc4cccnc34)cs2)ccc1F (centres undefined)	0.0%
Nc1ccc(S(=O)(=O)Nc2nc(-c3ccccc3)cc(-c3ccccc3O)n2)cc1	-8.4%
O=C(NCCN1CCC(n2c(=O)[nH]c3ccccc32)CC1)c1ccc(Cl)cc1Cl	-6.2%
CC1(Oc2cccnc2Cl)CCN(Cc2ccc(OC(F)(F)F)cc2)C1 (centres undefined)	-6.4%
CCCC(=O)N1CCC1(C)C(=O)NS(=O)(=O)c1ccc(OC)cc1 (centres undefined)	7.9%
Cn1cncc1C#Cc1ccc(N2C(c3ccsc3)=Cc3ccc(F)cc3C2c2c[nH]c3ccccc23)cc1 (centres undefined)	-54.9%
CC1(C(=O)NS(=O)(=O)c2ccc(C#N)cc2)CCN1C(=O)Cc1ccc(-c2ccccc2)cc1 (centres undefined)	12.5%
CCOC(=O)C1=CCC(c2cccs2)N(S(=O)(=O)c2ccc(C)cc2)C1 (centres undefined)	-6.7%
Cc1cc(C)n2c(Nc3ccc4c(c3)OCCO4)c(C3CC3)nc2n1	-18.3%
Cn1ccc2c(/C=C/c3ccc(F)cc3)cc3c(c21)C1CCC3C1 (centres undefined)	-0.8%
CCNC(=O)C1CCCN(C(=O)c2ccccc2F)CC1 (centres undefined)	9.7%
O=C(NCc1ccncc1)c1ccc(-c2ccc(F)c(F)c2)c2ccoc12	-6.7%
CCc1nc2ccc(C(=O)NCc3ccc(OC)cc3)cn2c1N(CC)CCOC	3.7%

Arranged by the number under BRCA1 expr up (smallest number first): five of the compounds above
SMILES	BRCA1 expr up
Cc1cc(C)n2c(Nc3ccc4c(c3)OCCO4)c(C3CC3)nc2n1	-18.3%
O=C(NCc1ccncc1)c1ccc(-c2ccc(F)c(F)c2)c2ccoc12	-6.7%
COc1cc(C(O)c2nc(-c3cccc4cccnc34)cs2)ccc1F (centres undefined)	0.0%
CCCC(=O)N1CCC1(C)C(=O)NS(=O)(=O)c1ccc(OC)cc1 (centres undefined)	7.9%
CC(=O)c1ccc(Nc2nc(C(N)C(C)C)cs2)cc1 (centres undefined)	43.4%

The list continues:
SMILES	BRCA1 expr up
CCN(CC)C(=O)C1=C(C)N(CCCOC)C(=O)C(CC(=O)NCc2cccs2)C1 (centres undefined)	0.3%
COc1ccc(NC(=O)N(C)C[C@H]2OCCCC[C@H](C)Oc3ccc(NS(=O)(=O)c4cn(C)cn4)cc3C(=O)N([C@H](C)CO)C[C@@H]2C)cc1	-13.8%
CN1CCN(c2ccc(CNC[C@H]3O[C@@H](n4cnc5c(=O)[nH]c(N)nc54)[C@H](O)[C@@H]3O)c(F)c2)CC1	2.7%
COc1cc2[nH]c(C)c(CCN3CCN(c4ccccc4)CC3)c2cc1OC	8.7%

This is a subset, so the mix of outcomes need not match the whole.
